Screening results as filed in PubChem.
ASM inhibitor: blocks human secretory acid sphingomyelinase; Potency, µM (highest dose often 57.5 µM), for inactives: at the highest dose activity change, negative = inhibition, most hits filed as inhibitors; placental ASM, HMU-PC fluorogenic substrate, 60 min; actives 0.006% (n = 340,000); AID 504937; P17405; note: potency is the fitted concentration of half-maximal effect
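Human placenta-derived ASM enzyme was preincubated with compound for 10 minutes at room temperature, then given fluorogenic substrate HMU-PC0 (9 uM final) for 60 minutes at 37 °C; a pH 10 stop preceded fluorescence reading at Ex 386/Em 447 nm.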
TCR act: activators of T cell receptors; primary human leukocytes, anti-CD3, IL-2 HTRF, 48 h; 330,000 tested, under 10 active; Potency, µM (titrated, usually from 9.22 µM), for the others: top-dose activation of IL-2 secretion, actives largely listed as activators; note: % of control where 0% means no effect
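Primary human leukocytes incubated 48 hr with anti-CD3 beads plus compound, without co-stimulation. Secreted IL-2 measured by HTRF (europium cryptate/d2 anti-IL-2 pair, 320 nm excitation, 665 nm emission).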
Mito fusion yeast: inhibitors of mitochondrial division or activators of mitochondrial fusion; actives 0.23% (n = 320,000); Potency, µM (highest dose often 46.1 µM), inactives show top-dose growth rescue (activation), actives largely listed as activators; AID 485298; S. cerevisiae fusion-defective mutant growth rescue, CellTiterGlo 48 h;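 note: potency is the fitted concentration of half-maximal effect; % of control where 0% means no effect; nearly all actives have a fitted effect of over 45% in size; temperature-sensitive fusion mutants such as fzo1-1 at 37 °C on non-fermentable ethanol glycerol medium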
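Temperature-sensitive fusion-defective S. cerevisiae (e.g. fzo1-1, mgm1-5) were grown with compound in YPEG medium (3% ethanol, 3% glycerol) for 48 hours at 37C. Growth rescue was measured as viability by CellTiterGlo luminescence after 10 minutes at ambient.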
TSHR antag: blocks TSH signaling through the human TSH receptor | TSHR-expressing cells, TSH-stimulated cAMP HTRF, 2 h; stronger effect = lower value | actives 0.2% (n = 330,000) | activity change, negative = inhibition, % at 11.5 µM | P16473;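 active = activity change below a set negative limit, meaning inhibition stronger than a set level, cut at about -70% in these data; inconclusive = activity change between two set negative limits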; note: % is set by controls: 0 for no effect and ±100 for the full control effect
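Freshly harvested TSHR cells receive pin-tooled compound, then EC80 TSH at 4nM final. After 2 hours at 37 deg C, antibody in lysis buffer and cAMP-d2 are added; 30 minutes at ambient temperature precede the HTRF read.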
BCR signal inh: blocks chronic active B-cell receptor signaling; ABC-DLBCL IkBa-CBG/CBR reporter, luminescence ratio, 4 h; Potency, µM (series often up to 46.1 µM), for the others: at the top dose ratio change, negative = lower green/red ratio, actives largely listed as inhibitors; actives 0.05% (n = 340,000); AID 493014; active = well fitted inhibition curve with a large enough effect in the signal ratio, with a control signal flat, not every such curve was filed as active; inconclusive = small, poorly fitted or top-dose-only effect, or effect the other way, or a change in a side signal; the % refers to the signal ratio;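 note: potency is the fitted concentration of half-maximal effect; plate controls were basal doxycycline-induced cells for no effect and cells given 10 µM MG132 for full effect; MG132 reads +100%, hits lower the ratio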
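Concentration-response series (up to 46 uM) were applied to TMD8 dual-reporter cells for 4 h at 37C with doxycycline. Green/red ratio, after filter-overlap correction, defined %Activity; red signal alone was normalised to basal cells and zero luminescence.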
TSG101-PTAP inh: blocks PTAP/TSG101 interaction to inhibit HIV-1 budding; Q99816; Fluorescence polarization, FITC-PTAP peptide / Tsg101 binding; Potency, µM (top dose mostly 115 µM), for the others: at the highest dose activity change, negative = inhibition, actives largely listed as inhibitors; 340,000 tested, under 10 active; active = well fitted inhibition curve with a large enough effect in the main read-out, with a control signal flat, not every such curve was filed as active; inconclusive = small, poorly fitted or top-dose-only effect, or effect the other way, or a change in a side signal; inactive = no such curve, though single readings can be large or run the other way; note: potency is the fitted concentration of half-maximal effect; % of control where 0% means no effect
Target sequence (Q99816 whole entry, looked up): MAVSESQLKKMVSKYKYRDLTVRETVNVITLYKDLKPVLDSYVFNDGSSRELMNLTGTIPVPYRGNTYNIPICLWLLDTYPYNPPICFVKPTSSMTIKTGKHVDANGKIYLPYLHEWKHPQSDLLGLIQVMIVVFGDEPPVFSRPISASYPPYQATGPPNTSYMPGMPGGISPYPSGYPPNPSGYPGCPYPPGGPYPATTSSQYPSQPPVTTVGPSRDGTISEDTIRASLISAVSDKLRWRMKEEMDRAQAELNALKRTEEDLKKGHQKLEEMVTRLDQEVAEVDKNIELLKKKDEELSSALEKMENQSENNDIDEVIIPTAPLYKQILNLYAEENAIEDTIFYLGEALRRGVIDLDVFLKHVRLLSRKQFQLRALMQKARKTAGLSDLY
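Tsg101 binding domain (10 uM final) was mixed with compound and a FITC-labeled PTAP peptide (50 nM final) in HEPES pH 7.5 buffer with NaCl, Tween 20, EDTA and TCEP; fluorescence polarization was read after 20 min at r.t.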
Integrin act MD: integrin-mediated muscular dystrophy alleviation activation; actives 0.064% (n = 350,000); alpha7betagal myoblasts, beta-gal FDG fluorescence, 48 h; Potency, µM (highest dose often 38.3 µM), inactives show at the highest dose activation, hits mostly activators; AID 624291;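 note: potency is the fitted concentration of half-maximal effect; 100% = response of the positive control SU9516; nearly all actives have a fitted effect of over 60% in size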
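Alpha7betagal+/- myoblasts (passage 13) were plated 16-24 hr, then exposed to compounds (1:260 dilution of DMSO stock) for 48 hours at 37C. After MPER lysis, β-galactosidase reporter activity was read as FDG fluorescence (ex 480/em 540) after 30 minutes.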
Tb PFK block: blocks T. brucei phosphofructokinase; O15648; T. brucei PFK, ADP-Glo luminescence; Potency, µM (doses to about 57.5 µM), for the others: at the top dose activity, negative = inhibition, actives largely listed as inhibitors; actives 0.17% (n = 330,000); AID 485367;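 note: potency is the fitted concentration of half-maximal effect; 0% = uninhibited 1x PFK enzyme wells and -100% = no-enzyme wells; nearly all actives have a fitted effect of over 60% in size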
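Activity is normalized to no-enzyme wells (full inhibition) and 1.25 nM enzyme wells (no inhibition). Reaction: 0.5 mM F6P, 0.1 mM ATP, 45 min RT, ADP-Glo luminescence; concentration-response curves fitted and classed by quality.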
Eya2 phos inh: blocks the phosphatase activity of human Eya2 | O00167 | recombinant Eya2, OMFP fluorescence dephosphorylation (OMFP is methylfluorescein phosphate) | Potency, µM (top dose mostly 76.9 µM), for the others: at the top dose activity, negative = inhibition, actives largely listed as inhibitors | actives 0.006% (n = 330,000); note: potency is the fitted concentration of half-maximal effect; % is set by controls: 0 for no effect and ±100 for the full control effect
Target sequence (O00167 whole entry, looked up): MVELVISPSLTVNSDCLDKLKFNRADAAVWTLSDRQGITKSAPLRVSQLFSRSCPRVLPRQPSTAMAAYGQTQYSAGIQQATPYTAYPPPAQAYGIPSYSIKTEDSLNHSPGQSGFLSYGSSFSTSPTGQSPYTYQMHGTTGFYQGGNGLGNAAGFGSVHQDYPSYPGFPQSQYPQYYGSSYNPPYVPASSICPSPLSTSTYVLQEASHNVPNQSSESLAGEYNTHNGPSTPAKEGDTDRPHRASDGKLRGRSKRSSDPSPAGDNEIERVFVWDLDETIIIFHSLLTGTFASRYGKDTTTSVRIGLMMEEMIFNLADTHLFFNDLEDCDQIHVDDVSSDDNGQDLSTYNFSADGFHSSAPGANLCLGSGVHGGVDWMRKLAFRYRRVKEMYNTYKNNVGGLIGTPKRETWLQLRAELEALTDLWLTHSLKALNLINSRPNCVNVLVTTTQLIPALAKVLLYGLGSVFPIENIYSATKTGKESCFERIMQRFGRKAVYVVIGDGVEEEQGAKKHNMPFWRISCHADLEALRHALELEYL
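Eya2 (0.2 uM) preincubated 10 min at ambient with compound, then OMFP substrate added at 50 uM; 10 min reaction in 50 mM HEPES pH 7.5, 50 mM NaCl, 5 uM MgCl2, 0.05% BSA, 1 mM DTT. Fluorescence read at Ex 485/Em 525 nm.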
ELG1 repair inh: ELG1-dependent DNA repair inhibition; actives 2.3% (n = 330,000); Potency, µM (titrated, usually from 46.1 µM), inactives show top-dose activity change, negative = inhibition, most hits filed as inhibitors; HEK293T ELG1-luciferase reporter, luminescence, 16 h; DNA damage induced by 5-fluorouridine; note: potency is the fitted concentration of half-maximal effect; % is set by controls: 0 for no effect and ±100 for the full control effect; nearly all actives have a fitted effect of over 55% in size
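In this reporter screen, reduction of luminescence relative to DMSO vehicle indicated activity. Compounds and 5-fluorouridine were added together to 2,000 cells per well, incubated for 16 hr at 37 °C, then developed with ONE-Glo.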
A-T KAP1 phos: potential ataxia-telangiectasia treatments restoring KAP-1 phosphorylation; Potency, µM (top dose mostly 57.5 µM), inactives show at the top dose activation, hits mostly activators; […] A-T fibroblasts, KAP-1 phosphorylation AlphaLISA; neocarzinostatin DNA damage 30 min before lysis; AID 485349; actives 0.19% (n = 320,000); note: potency is the fitted concentration of half-maximal effect; % of control where 0% means no effect; nearly all actives have a fitted effect of over 45% in size
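hTERT-immortalized A-T patient fibroblasts ([…]), 500 cells/well in OPTI-MEM, 1% FBS, got compounds for 60 min, then NCS for 30 min at 37C. Lysates were then assayed for phospho-KAP-1 by AlphaLISA (anti-pKAP1 donor, anti-KAP1 acceptor beads), 6 hr at 25C.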
Starred values were filed as active, the others as inactive; ? = inconclusive; . = not tested or not shown; [ ] = remark or other dose. Unless noted, calls come from the whole dose curve; as a rule, active = well fitted curve in the direction sought with a large enough effect; inconclusive = small, poorly fitted or top-dose-only effect, or another doubt; inactive = no such curve, though single readings can be large; an effect the other way counts as inactive or inconclusive.

Results follow in this order: ASM inhibitor	TCR act	Mito fusion yeast	TSHR antag	BCR signal inh	TSG101-PTAP inh	Integrin act MD	Tb PFK block	Eya2 phos inh	ELG1 repair inh	A-T KAP1 phos
- Cc1ccc2cc(C)c(SCC(=O)Nc3cc(C)on3)nc2c1
  1%	1%	-5%	-5	4%	-2%	-213%[inhibitor]	0%	10%	-29%	-1%
- CC12CCC(C(=O)N/N=C/c3ccc(O)cc3O)(OC1=O)C2(C)C (configuration not stated)
  34%[activator]	-2%	2%	9	0%	-7%	-26%	-1%	2%	13µM*	-9%
- O=C(O)Cn1c(=O)c2c(c3ccccc31)CCC2
  4%	3%	-22%	1	2%	-3%	?	4%	1%	0%	-6%
- O=C(NCC(=O)N1CCN(c2ccccc2F)CC1)c1cccs1
  .	-2%	3%	0	-9%	-5%	12%	-1%	-10%	?	9%
- COc1ccc(C(=O)CCN2CCC(C)CC2)cc1
  0%	11%	-4%	4	0%	-3%	0%	1%	-10%	-3%	-1%
- COc1ccc2nc(N3CCCC(C(=O)NCCc4ccc(OC)c(OC)c4)C3)sc2c1 (configuration not stated)
  -8%	3%	-7%	-4	-9%	0%	-10%	5%	-4%	?	-1%
- COC(=O)[C@@H](C)NC(=O)c1ccc2oc(CCc3ccccc3)nc2c1
  -2%	9%	2%	-7	0%	-5%	15%	2%	?	?	6%
- COc1ccc(C(=O)N/N=C/c2c(CO)cnc(C)c2O)cc1
  40%	6%	-5%	-4	?	-4%	?	0%	-15%	13µM*	2%
- CC(=O)N1CCc2[nH]c3ccc(C)cc3c2C1
  0%	1%	1%	-5	-5%	-10%	-3%	3%	3%	23%	-12%
- CCOc1ccc(NC(=O)CN(C)C(=O)c2ccc(OCc3ccccc3)c(OC)c2)cc1OCC
  3%	2%	-10%	7	?	0%	-17%	3%	-21%	-1%	-2%
- COc1ccc(OCC(=O)Nc2c(Cl)ccc3nsnc23)cc1
  -3%	-6%	6%	7	-3%	.	15%	2%	-3%	11%	-4%
- COc1ccc(/C=C(/NC(=O)c2ccco2)C(=O)N2CCOCC2)cc1
  5%	0%	-1%	12	6%	0%	1%	1%	1%	3%	7%
- O=[N+]([O-])c1ccc(S(=O)(=O)N/N=C/c2ccsc2)cc1
  -1%	-2%	-3%	-8	-6%	1%	-9%	4%	-4%	-8%	8%
- COc1ccc(O)c(/C=N/N2CCOCC2)c1
  51%[activator]	-1%	-1%	-6	-6%	-5%	9%	0%	2%	?	-5%
- Cc1ccc(CN2CCN(c3ncccn3)CC2)o1
  10%	.	1%	3	-4%	-4%	-1%	-1%	-13%	?	.

Brought forward from above: 3 entries, then new ones.
Results follow in this order: ASM inhibitor	TCR act	Mito fusion yeast	TSHR antag	BCR signal inh	TSG101-PTAP inh	Integrin act MD	Tb PFK block	Eya2 phos inh	ELG1 repair inh	A-T KAP1 phos
- O=[N+]([O-])c1ccc(S(=O)(=O)N/N=C/c2ccsc2)cc1
  -1%	-2%	-3%	-8	-6%	1%	-9%	4%	-4%	-8%	8%
- COc1ccc(O)c(/C=N/N2CCOCC2)c1
  51%[activator]	-1%	-1%	-6	-6%	-5%	9%	0%	2%	?	-5%
- Cc1ccc(CN2CCN(c3ncccn3)CC2)o1
  10%	.	1%	3	-4%	-4%	-1%	-1%	-13%	?	.
- COc1ccc(CCNS(=O)(=O)c2cn(C)c(=O)n(C)c2=O)cc1
  0%	2%	12%	32	1%	-3%	1%	0%	-27%	?	11%
- O=C(NCCN1CCOCC1)C(=O)NCC1OCCN1S(=O)(=O)c1ccc(F)cc1 (configuration not stated)
  -2%	6%	1%	0	-1%	2%	0%	0%	2%	1%	2%
- O=C(Nc1ccccc1)N1CCN(c2ccccn2)CC1
  3%	-1%	-2%	-1	?	-2%	-1%	0%	-8%	-4%	-6%
- Cc1cccc(NC(=O)c2ccc(NCCO)c([N+](=O)[O-])c2)n1
  -5%	0%	-10%	6	8%	-1%	18%	2%	-13%	?	-4%
- O=c1[nH]c(C2CCN(S(=O)(=O)c3ccc4c(c3)OCCO4)CC2)nc2c1nnn2Cc1ccccc1
  33%[activator]	1%	5%	-4	-1%	3%	-22%	1%	-4%	-18%	0%
- O=C(CSc1nc2ccccc2c(=O)n1-c1ccccc1F)NC1CCS(=O)(=O)C1 (configuration not stated)
  5%	-10%	-6%	-2	?	-7%	-9%	0%	3%	?	15%
- CCN(CC)CCN(C(=O)c1ccc(N2C(=O)CCC2=O)cc1)c1nc2cc3c(cc2s1)OCCO3
  2%	2%	4%	1	?	-3%	7%	2%	-10%	0%	6%
- CCOC(=O)c1cnn(CCOC(=O)C2CC2)c1NC(=O)C1CC1
  0%	.	4%	3	-1%	.	-4%	2%	-7%	-5%	-4%
- O=C(N/N=C/c1cc([N+](=O)[O-])ccc1Cl)c1cc(-c2ccccc2)nc2ccccc12
  -3%	-5%	2%	5	0%	1%	-26%	0%	-2%	?	-8%
- O=C(CSc1nncn1-c1cccnc1)Nc1ccccc1C(F)(F)F
  0%	3%	-2%	-7	-1%	-4%	8%	-7%	-14%	-1%	2%
- S=c1[nH]nc(C2CCCCC2)n1/N=C/c1c(Cl)cccc1Cl
  -13%	-1%	-49%[inhibitor]	5	-6%	-10%	43%	1%	-14%	2%	14%
- O=C(O)c1cc(-c2ccc(/C=N/Nc3ccc([N+](=O)[O-])cn3)o2)ccc1Cl
  -2%	2%	-2%	7	27%	0%	23%	-5%	-5%	?	-7%
- O=C(Cc1ccc(S(=O)(=O)N2CCOCC2)s1)Nc1ccccc1Br
  -2%	0%	0%	5	-26%	-1%	2%	-18%	3%	-8%	5%
- Cc1cc(=O)oc2cc(OCC(O)CN3CCc4ccccc4C3)ccc12 (configuration not stated)
  330%[activator]	-10%	2%	-4	17%	-1%	2%	-2%	-7%	-10%	9%
- Cn1cccc1/C=C1\SC(=S)N(NC(=O)c2ccc(F)cc2)C1=O
  -27%	2%	-6%	-15	-5%	23%	8%	0%	12%	?	-9%
- O=C(NCc1ccc2c(c1)OCO2)c1ccc(CS(=O)(=O)c2cccc(C(F)(F)F)c2)o1
  -1%	4%	-1%	-27	1%	-4%	-16%	3%	12%	-23%	0%
- CC(=O)Nc1ccccc1NC(=O)C/C(C)=N/NC(=O)C(=O)Nc1cccc(Cl)c1C
  9%	8%	-2%	1	?	0%	-15%	2%	-25%	-2%	-2%
- COc1cc(C(=O)Nc2ccccc2C(=O)Nc2ccccn2)cc(OC)c1OC
  4%	-3%	11%	49	-3%	-2%	-22%	0%	-15%	2µM*	8%
- Cn1cc(/C=N/NC(=O)c2cccc([N+](=O)[O-])c2)c2ccccc21
  0%	1%[46.1 µM]	-2%	-4	-4%	1%	-13%	6%	-5%	?	1%
